# Screens (PubChem)
# Rab9 promoter act = Rab9 promoter activation. Huh7 Rab9 promoter-luciferase reporter, luminescence, 24 h. AID 485297. Potency, µM (top dose mostly 9.22 µM), for the others: at the top dose activation, negative = inhibition, actives largely listed as activators. 320,000 compounds, 2.8% hits; also: % of control where 0% means no effect; nearly all actives have a fitted effect of over 60% in size
#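 Luminescence from Amplite-detected luciferase (10 minutes, ambient) reports Rab9 promoter activation. Before that, stable Rab9-luciferase Huh7 cells (1500/well, reduced-serum OP-MEM I plus 10% FBS) were exposed to compound for 24 hours at 37C.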
# uPA generation = cell surface uPA generation inhibition | 330,000 compounds, 0.31% hits | cell surface uPA generation assay, qHTS | Potency, µM (highest dose often 38.3 µM), for inactives: at the top dose activity change, negative = inhibition, actives largely listed as inhibitors | AID 540303; active = well fitted inhibition curve with a large enough effect; inconclusive = small, poorly fitted or top-dose-only effect; inactive = no such curve, though single readings can be large or run the other way; tested in mouse RAW 264.7 cells; also: % is scaled to controls: 0 for no effect and ±100 for the full control effect; nearly all actives have a fitted effect of over 55% in size
# FLuc modulator = firefly luciferase modulation, counter-screen for miR-21 project; P08659; Potency, µM (doses to about 57.5 µM), for inactives: at the top dose activity change, negative = inhibition, most hits filed as inhibitors; purified FLuc, Km substrates, luminescence inhibition; 360,000 compounds, 6.9% hits;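 also: plate controls were vehicle for no effect and reference inhibitor for full effect; nearly all actives have a fitted effect of over 55% in size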
# Target sequence (P08659 whole entry, looked up): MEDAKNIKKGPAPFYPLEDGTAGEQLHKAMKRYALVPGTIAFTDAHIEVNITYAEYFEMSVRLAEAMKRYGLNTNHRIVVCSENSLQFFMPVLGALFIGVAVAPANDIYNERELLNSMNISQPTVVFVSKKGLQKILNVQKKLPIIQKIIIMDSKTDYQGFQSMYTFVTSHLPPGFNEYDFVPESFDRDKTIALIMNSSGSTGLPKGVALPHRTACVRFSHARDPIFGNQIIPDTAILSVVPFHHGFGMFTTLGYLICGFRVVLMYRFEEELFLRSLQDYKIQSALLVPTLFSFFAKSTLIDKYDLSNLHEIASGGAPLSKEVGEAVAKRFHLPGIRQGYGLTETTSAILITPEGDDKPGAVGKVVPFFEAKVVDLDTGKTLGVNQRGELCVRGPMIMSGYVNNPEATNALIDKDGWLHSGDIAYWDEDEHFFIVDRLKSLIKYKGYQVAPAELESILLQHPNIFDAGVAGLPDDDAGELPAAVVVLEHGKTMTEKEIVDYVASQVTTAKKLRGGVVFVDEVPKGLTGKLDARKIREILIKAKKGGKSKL
#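 Biochemical qHTS of compounds, final roughly 60 µM downward over six points, against 10 nM purified firefly luciferase using Km concentrations of substrates (10 uM D-luciferin, 10 uM ATP) in Tris acetate pH 7.5 buffer; luminescence output.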
# NPC1 prom act = activates the NPC1 promoter | Huh7 NPC1 promoter luciferase reporter, 24 h | Potency, µM (titrated, usually from 9.22 µM), for the others: at the highest dose activation, actives largely listed as activators | 320,000 compounds, 2.4% hits;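 also: % of control where 0% means no effect; nearly all actives have a fitted effect of over 60% in size; reporter is driven by a mutant NPC1 promoter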
#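 Luminescence read-out of NPC1 promoter-driven luciferase in stably transfected Huh7 cells; compounds delivered in DMSO and left 24 h at 37C, 5% CO2, qHTS titration format.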
# MBNL1 CUG block = blocks human MBNL1 binding to CUG repeat RNA. TR-FRET MBNL1-His/biotin-(CUG)12 binding, 665/545 ratio. Q9NR56. Potency, µM (titrated, usually from 57.5 µM), for the others: top-dose activity change, negative = inhibition, usual class: inhibitors. AID 2675. 280,000 compounds, 0.036% hits; active = well fitted inhibition curve with a large enough effect in the signal ratio, with a control signal flat, not every such curve was filed as active; inconclusive = small, poorly fitted or top-dose-only effect, or effect the other way, or a change in a side signal; inactive = no such curve, though single readings can be large or run the other way; the % refers to the signal ratio; also: % is scaled to controls: 0 for no effect and ±100 for the full control effect
#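 Ratiometric TR-FRET (665 over 545 nm, excitation 340 nm) tracks disruption of MBNL1-His/biotin-(CUG)12 complex after 60 min at room temperature, with compounds at 92 nM to 58 uM final.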
# BRCA1 expr act = activators of BRCA1 expression. Potency, µM (highest dose often 46.1 µM), inactives show top-dose activation, actives largely listed as activators. AID 624202. MCF7-BRCA1-FFLuc reporter, luminescence, 48 h; response scale: scaled: vehicle 0%, 10 µM genistein 100%. 380,000 compounds, 1.1% hits; also: nearly all actives have a fitted effect of over 80% in size; some results filed as inactive show a strong effect at the top dose
#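 Luminescence from a BRCA1-driven firefly luciferase in MCF7 cells was the read-out, taken 15 min after substrate addition following 48 h compound exposure at 37 °C. Data were normalized to a 10 microM genistein control and DMSO vehicle.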
# RORg inh = inhibitors of mouse ROR gamma transcriptional activity; P51450; Drosophila S2 Gal4-RORgamma UAS-luciferase reporter, 20 h; Potency, µM (titrated, usually from 53.6 µM), for the others: top-dose activity change, negative = inhibition, most hits filed as inhibitors; 310,000 compounds, 5.4% hits; also: % is scaled to controls: 0 for no effect and ±100 for the full control effect; nearly all actives have a fitted effect of over 60% in size
# Target sequence (P51450 whole entry, looked up, the tested form may be a part): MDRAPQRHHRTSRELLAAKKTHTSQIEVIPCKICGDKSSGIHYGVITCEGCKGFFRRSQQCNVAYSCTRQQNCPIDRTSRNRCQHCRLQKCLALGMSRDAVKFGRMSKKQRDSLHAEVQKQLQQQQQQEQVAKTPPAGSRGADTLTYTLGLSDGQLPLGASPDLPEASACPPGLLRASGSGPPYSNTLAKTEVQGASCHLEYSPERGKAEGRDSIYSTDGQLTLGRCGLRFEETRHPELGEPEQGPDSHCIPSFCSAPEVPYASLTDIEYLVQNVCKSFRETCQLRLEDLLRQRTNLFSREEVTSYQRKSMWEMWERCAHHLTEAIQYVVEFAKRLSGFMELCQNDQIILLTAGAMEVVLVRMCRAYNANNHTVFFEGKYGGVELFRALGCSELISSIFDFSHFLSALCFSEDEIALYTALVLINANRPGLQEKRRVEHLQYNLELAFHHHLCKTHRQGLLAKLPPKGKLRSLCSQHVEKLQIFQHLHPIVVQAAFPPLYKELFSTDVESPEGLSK
#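 Stable Schneider cell line, Gal4 DNA-binding domain fused to ROR gamma, UAS-luciferase. Cmpd 1 hr RT → CuSO4 700 uM final → 20 hr RT → luciferase reagent 10 min → luminescence.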
# MLL CXXC-DNA inh = inhibitors of human MLL CXXC domain-DNA interaction; 290,000 compounds, 0.037% hits; AID 2662; Potency, µM (doses to about 115 µM), without a hit: at the top dose activity change, negative = inhibition, usual class: inhibitors; MLL-CXXC / FITC-HOXA9 DNA fluorescence polarization; Q03164; active = well fitted inhibition curve with a large enough effect in the polarisation, with a control signal flat, not every such curve was filed as active; inconclusive = small, poorly fitted or top-dose-only effect, or effect the other way, or a change in a side signal; inactive = no such curve, though single readings can be large or run the other way; the % refers to the polarisation
#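 Purified MLL-CXXC (added from a 7 uM solution) was preincubated 5 min at ambient with pinned compounds in 50 mM Tris-HCl pH 7.5, 50 mM NaCl, 1 mM DTT, 0.05% BSA. Fluorescein-labeled HOX-A9 DNA (50 nM solution) followed, 30 min, then polarization read.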
# VP16 counter = Gal4-VP16 reporter inhibition counter-screen | Drosophila S2 Gal4-VP16 UAS-luciferase, luminescence, 20 h | Potency, µM (titrated, usually from 53.6 µM), for the others: at the top dose activity, negative = inhibition, actives largely listed as inhibitors | 310,000 compounds, 3.5% hits | AID 2546;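 also: Gal4-VP16 expression switched on by copper sulfate through the metallothionein promoter; % is scaled to controls: 0 for no effect and ±100 for the full control effect; nearly all actives have a fitted effect of over 50% in size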
# ELG1 genotoxic = induces genotoxicity in HEK293T cells with luciferase-tagged ELG1. AID 504466. 330,000 compounds, 1.3% hits. HEK293T ELG1-luciferase reporter, luminescence, 16 h. Potency, µM (titrated, usually from 46 µM), without a hit: at the highest dose activity change, positive = activation, usual class: activators; also: % of control where 0% means no effect; nearly all actives have a fitted effect of over 60% in size
#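 HEK293T cells expressing luciferase-tagged ELG1 were exposed to compound or DMSO vehicle for 16 hr at 37 °C and 5% CO2. Luciferase activity was then measured with ONE-Glo after 30 min at room temperature.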
# p53 reactivator = re-activators of mutant p53 | H1299 p53-A138V BP100-luciferase reporter, luminescence, 24 h | Potency, µM (doses to about 92.2 µM), for the others: at the top dose activity change, positive = activation, most hits filed as activators | 320,000 compounds, 0.063% hits | AID 504706; also: % of control where 0% means no effect; nearly all actives have a fitted effect of over 45% in size
#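 H1299 (p53-null), stable ts p53-A138V + BP100-Luc; 1000 cells/well, Opti-MEM/10% FBS; cpd 4 pt, 1:5; 24 h, 37 deg C, 5% CO2; detection reagent 10 min RT; luminescence.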
# Starred values were filed as active, the others as inactive; u = inconclusive; x = no result given; & = joins results of further samples; [ ] = remark or other dose. Unless noted, calls follow the shape of the dose curve; as a rule, active = well fitted curve in the direction sought with a large enough effect; inconclusive = small, poorly fitted or top-dose-only effect, or another doubt; inactive = no such curve, though single readings can be large; an effect the other way counts as inactive or inconclusive. Potency is read from the fitted curve at half-maximal effect. Not all compounds are listed (hit frequency here may not be typical).
SMILES,Rab9 promoter act,uPA generation,FLuc modulator,NPC1 prom act,MBNL1 CUG block,BRCA1 expr act,RORg inh,MLL CXXC-DNA inh,VP16 counter,ELG1 genotoxic,p53 reactivator
COc1ccccc1-c1cc(C(=O)N/N=C/c2ccoc2)c2ccccc2n1,2%,-8%,u,-2%,13%,-16%,11µM*,3%,u,2%,-1%
CN(C)S(=O)(=O)c1ccc(NC(=O)CNc2cc(S(=O)(=O)N3CCCC3)ccc2OCC(F)(F)F)cc1,-6%,18%,6%,-8%,-8%,-18%,u,-2%,u,-4%,-4%
C#CCOCCOCCOCCNc1nc(N2CCN(C(=O)CCCCCCCCCCNC(=O)[C@@H](CCSC)n3cc(CCO)nn3)CC2)nc(N2CCN(C(=O)CCCCCCCCCCNC(=O)[C@H]([C@@H](C)CC)n3cc(CCCCCN)nn3)CC2)n1,-2%,u,-2%,-1%,x,-82%,x,x,x,-8%,-9%
CCN(Cc1ccncc1)C(=O)c1cc(COc2ccc(F)cc2F)on1,-5%,0%,-3%,-4%,1%,10%,-5%,-3%,-2%,-3%,7%
CCCOc1ccc(-c2csc(NC(=O)CN3C(=O)CCC3=O)n2)cc1,5%,-1%,-7%,-1%,3%,21%,-5%,-6%,-15%,1%,13%
Clc1ccc(OCCn2ccnc2)c(Cl)c1,-4%,x,u,0%,2%,6%,11%,3%,21%,1%,-12%
CC1=C(C#N)C(NC(=O)c2ccccc2Cl)(C(F)(F)F)C(=O)N1 (stereo not drawn),-1%,16%,3%&4%,-1%,-3%,-5%&2%,13%,-2%,-2%,0%,-1%
CCCC(=O)Nc1nnc(SCC(=O)NCc2ccco2)s1,-6%,5%,-1%,-5%,-9%,-31%,-7%,2%,-5%,-1%,u
CCCN(C(=O)CSCC(=O)Nc1ccc(OC)cc1)c1c(N)n(Cc2ccccc2)c(=O)[nH]c1=O,0%,1%,-1%,-1%,x,52%,x,x,x,6%,3%
CC(C)c1ccc(NC(=S)N2CCCC(c3ccc(F)cc3)=N2)cc1,-5%,-5%,-3%,-7%,-6%,-32%,11µM*,-7%,-12%,0%,-11%
N#Cc1ccc(-c2csc(NNC(=O)c3ccc(Br)cc3)n2)cc1,-5%,-5%,1%,-4%,7%,-62%,5µM*,5%,u,-14%,5%
O=C(c1ccc2[nH]c(=O)c(=O)[nH]c2c1)N1CCN(Cc2ccccc2)CC1,-5%,-4%,0%,3%,-4%,-3%,11%,4%,-10%,0%,-2%
COc1ccccc1NC(=O)c1ccccc1SC,-2%,6%,4%,0%,-2%,0%,7%,0%,1%,-1%,-16%
Cc1ncc(C[n+]2csc(C)c2C)c(N)n1,-12%,4%,1%,-2%,-5%,13%,-8%,7%,-8%,0%,3%
COc1cc(/C=N/n2cc(-c3ccccc3)[nH]c2=S)cc(OC)c1O,-2%,12%,u,11%,10%,-38%,u,3%,-13%,-4%,2%
CC(C)c1ccc(NC2CCCN(C(=O)c3ccnc(Cl)c3)C2)cc1 (stereo not drawn),-1%,5%,1%,-5%,-9%,-14%,9%,-1%,-7%,-5%,2%
Cc1cc(Nc2cccc(Cl)c2)nc(-c2ccccc2O)n1,1%[1.84 µM],0%,-3%,8%,-1%,-72%,31%,-3%,-9%,-5%,8%
O=C(NCCc1ccccc1)C1CC(c2ccccc2O)=NO1 (stereo not drawn),5%,-6%,0%,2%,-1%,21%,u,-4%,u,0%,-4%
CCCOc1ccccc1C1CC(=O)Nc2cc3c(cc21)OCCO3 (stereo not drawn),-21%,-9%,3%,-27%,-12%,-89%,u,6%,u,11%,19%
CCCSc1ccc([C@H]2N[C@@](Cc3ccccc3)(C(=O)OC)[C@H]3C(=O)N(CC)C(=O)[C@@H]23)cc1,-3%,3%,-3%,6%,x,-5%,x,x,x,-6%,-5%
COc1ccc(C2CC(c3ccccc3)=NN2C(=O)COC(=O)c2nc3nc(C)cc(C)n3n2)cc1 (stereo not drawn),3%,-7%,1%,5%,-4%,29%,39%,-1%,9%,4%,-3%
Cc1cc(=O)[nH]c(SCC(=O)Nc2ccc(S(=O)(=O)N3CCOCC3)cc2)n1,-8%,0%,2%,3%,-11%,0%,4%,-4%,-6%,2%,-3%
CCOC(=O)Cc1csc(NC(=O)COc2c(C)cccc2C)n1,-3%,14%,u,1%,-2%,-5%,10%,23%,-3%,-2%,-2%
COc1ccc(OCc2nnc(SCC(=O)N3CCCC3)o2)cc1,1%,-3%,-3%,0%,-5%,-24%,-4%,-16%,-14%,5%,9%
COc1ccc(C(=O)Nc2cc(C)ccc2NC(=O)COc2ccccc2)cc1,-1%,-6%,u,-3%,-15%,12%,-2%,11%,9%,4%,9%
O=C(CCNC(=O)c1ccc(Br)cc1)NCc1cccnc1,0%,20%,0%,5%,x,-2%,x,x,x,-6%,-3%
CC(O)CNCCNCc1c(OCc2ccccc2)ccc2ccccc12 (stereo not drawn),5%,u,0%,2%,u,-36%,u,12%,22µM*,0%,-13%
Cc1noc(C)c1COc1ccccc1C(=O)N(C)Cc1ccco1,-1%,-3%,-1%,-3%,x,-7%,x,x,x,1%,-3%
COc1ccc(NC(=O)CN(C)S(=O)(=O)c2ccc3c(c2)CCCN3C(C)=O)cc1,-7%,1%,2%&-4%,-5%,-4%,6%,-3%,-1%,-3%,-2%,-3%
O=C(c1ccc(Oc2cc(Cl)cc(Cl)c2)o1)N1CCCCC1,0%,-1%,-16%,0%,x,3%,10%,5%,9%,1%,1%
CC(C)c1nnc(NC(=O)CCC(=O)NC2CCCc3ccccc32)s1 (stereo not drawn),-1%,-5%,1%,-1%,-10%,-17%,1%,13%,3%,1%,-5%
O=c1[nH]c2cc(Cl)cc(Cl)c2[nH]c1=O,0%,x,5%,-3%,-2%,2%,-10%,-1%,-8%,-4%,-10%
N#Cc1ccc(S(=O)(=O)NC2CC2)cc1,2%,-9%,0%,-3%,-2%,11%,-3%,-6%,4%,4%,5%
C[C@@H]1CN(Cc2nc(Cc3ccccc3F)no2)C[C@H](C)O1,-6%,1%,u,0%,7%,20%,25%,0%,3%,-3%,-5%
Cc1cccc2cc(CN(Cc3cccnc3)C(=S)NCCCN(C)C)c(=O)[nH]c12,1%,-4%,-2%,-1%,10%,0%,1%,-6%,10%,6%,-4%
COc1ccc(-c2cc3nc(C)n(N)c(=O)c3s2)cc1,0.0032µM*,0.71µM*,0.076µM*,0.079µM*,u,u,1.8µM*,-2%,1.3µM*,u,-13%
Cc1nnc(SC(C)C(=O)Nc2ccc(S(=O)(=O)NC3CCCCC3)cc2)s1 (stereo not drawn),-6%,2%,0%,2%,-22%,-34%,u,8%,-12%,-3%,-7%
C=CCn1c(=NC(=O)c2cccs2)sc2cccc(OC)c21,14%,0%,15µM*,-1%,-2%,-28%,17%,7%,8%,-8%,3%
Cc1cc(C)c(C#N)c(Oc2ccc(O)cc2)n1,4%,3%,1%,2%,-4%,-3%,-11%,8%,-3%,1%,2%
COc1ccc(C2NN=C(c3ccc(C)cc3)S2)cc1OC (stereo not drawn),1.4µM*,-11%,2.4µM*,2.2µM*,7%,u,2µM*,16%,u,u,u
O=C(NCC1CC1)C1CCCN(S(=O)(=O)c2ccc(-n3cnnn3)cc2)C1 (stereo not drawn),19%,4%,3%,-3%,3%,6%,-16%,-13%,2%,0%,-1%
Cc1ccc(-c2cn(S(=O)(=O)c3ccc(C)cc3)nc2N)cc1,-1%,x,7%,-1%,-1%,-5%,-19%,-5%,2%,2%,0%
Cc1ccc(SCC(=O)Nc2ccccc2C(=O)N2CCOCC2)cc1,1%,2%,7%,-1%,-3%,-5%,23%,15%,-10%,-1%,-20%
CN1CCOc2cc(S(=O)(=O)Nc3ccc(F)cc3)ccc21,-10%,-4%,2%,1%,8%,-32%,u,1%,-19%,1%,-10%
Cc1cc(Br)ccc1NC(=O)CNC(=O)CN(C)C1CCS(=O)(=O)C1 (stereo not drawn),-1%,-2%,0%,1%,x,7%,x,x,x,1%,-1%
COc1ccc(/C=C/C(=O)C2CC2)cc1COc1c(C)cccc1C,-3%,-4%,4%,-4%,-1%,-36%,6%,1%,3%,3%,2%
